Source: PubChem
OXTR potentiate – human OXTR potentiation | activation, % at 3 µM | P30559 | 0.061% of 320,000 active | CHO-OTR cells, Fluo-8 calcium fluorescence, potentiator mode; 0% = oxytocin EC15, 100% = EC100;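 active means activation above that plate's cutoff, the mean activation of tested compounds plus 3 SD, cut at about 6.6% in these data, passing the limit was not always enough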;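 further: 100% uses oxytocin at 75 nM as the full agonist control; some results filed as inactive read as strong as hits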
Target sequence (P30559 whole entry, looked up): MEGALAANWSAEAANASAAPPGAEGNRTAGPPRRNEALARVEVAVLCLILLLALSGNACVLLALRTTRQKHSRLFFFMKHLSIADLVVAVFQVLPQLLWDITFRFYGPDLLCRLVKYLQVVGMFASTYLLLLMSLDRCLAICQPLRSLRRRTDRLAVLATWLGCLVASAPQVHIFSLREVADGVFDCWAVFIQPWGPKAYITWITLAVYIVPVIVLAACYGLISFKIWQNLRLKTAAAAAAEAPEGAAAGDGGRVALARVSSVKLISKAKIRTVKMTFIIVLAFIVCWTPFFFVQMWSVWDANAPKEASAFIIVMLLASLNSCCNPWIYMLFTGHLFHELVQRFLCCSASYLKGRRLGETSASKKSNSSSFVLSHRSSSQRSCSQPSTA
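Material: CHO-OTR cells, human receptor; compound dosing: single dose, 3.0 µM nominal final compound concentration; schedule: 6 min compound pre-incubation at room temperature, 100 s kinetic read; measured by: kinetic Fluo-8 calcium fluorescence; read-out basis: % activation vs EC15 and EC100 oxytocin; controls: EC15 oxytocin alone as 0%, 75 nM oxytocin as 100%; replicates: singlicate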
GPR7 antagonist – blocks human GPR7 receptor signaling; inhibition, % at 4.4 µM; AID 1861; GPR7-expressing cells, fluorescence antagonist assay; P48145; 1.1% of 290,000 active; in the data active means inhibition above about 16%, passing the limit was not always enough;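 further: cells stimulated with the agonist NPW; 0% = agonist with vehicle and 100% = vehicle without agonist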
Target sequence (P48145 whole entry, looked up): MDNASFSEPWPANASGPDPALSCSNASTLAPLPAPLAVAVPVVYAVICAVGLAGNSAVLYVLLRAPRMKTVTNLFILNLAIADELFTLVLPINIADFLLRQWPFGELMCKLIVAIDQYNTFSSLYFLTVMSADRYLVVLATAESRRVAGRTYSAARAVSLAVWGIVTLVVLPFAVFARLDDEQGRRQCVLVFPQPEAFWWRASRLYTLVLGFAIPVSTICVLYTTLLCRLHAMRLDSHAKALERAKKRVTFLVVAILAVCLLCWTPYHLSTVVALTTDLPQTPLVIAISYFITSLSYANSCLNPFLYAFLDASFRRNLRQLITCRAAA
GalR3 antagonist – antagonists of human GalR3 | 0.44% of 360,000 active | AID 651719 | inhibition, % at 3 µM | HEK293 GalR3-CNG cAMP membrane potential fluorescence; galR3 body fused to GalR1 C-terminus;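 active means inhibition above the screen-wide average plus 3 SD, cut at about 13% in these data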;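 further: forskolin and galanin both at EC90 stimulate the cells; cAMP rise reported by CNG channel membrane potential dye signal; 0% = forskolin plus galanin with DMSO and 100% = forskolin alone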
Target sequence (O60755 1-299 limits assumed): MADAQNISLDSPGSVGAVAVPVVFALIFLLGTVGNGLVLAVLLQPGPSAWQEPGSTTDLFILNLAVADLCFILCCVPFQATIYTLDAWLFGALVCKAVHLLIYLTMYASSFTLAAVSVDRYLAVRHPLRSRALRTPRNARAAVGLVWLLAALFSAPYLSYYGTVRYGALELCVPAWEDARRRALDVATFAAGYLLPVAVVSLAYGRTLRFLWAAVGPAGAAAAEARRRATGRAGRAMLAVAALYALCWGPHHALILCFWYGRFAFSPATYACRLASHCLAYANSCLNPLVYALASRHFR
MEKK2wt PB1 HTS – raises or lowers MEK5 binding to wildtype human MEKK2 PB1 domain. AID 1531. bead flow cytometry, Alexa488-MEK5 binding to MEKK2 WT; actives lie on both sides. Q9Y2U5. binding response (% of control), % at 10 µM. 1.1% of 290,000 active; in the data active means binding response below about 67% or above about 130%
MEKK2 mut-MEK5 – signal of MEK5 binding to mutant human MEKK2 PB1 domain. bead flow cytometry, Alexa488-MEK5 binding to MEKK2 mutant. 0.35% of 290,000 active. percent response, % at 10 µM; in the data active means percent response above about 24%, passing the limit was not always enough; further: inactives centre near 1; some results filed as inactive read as strong as hits
OXTR ag – human OXTR agonism. P30559. 0.32% of 320,000 active. activation, % at 3 µM. CHO-OTR cells, Fluo-8 calcium fluorescence; normalized: DMSO 0%, oxytocin 100%;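 active means activation above the mean of all tested compounds plus 3 SD, cutoff set per screening run, cut at about 20% in these data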;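 further: peak over basal fluorescence ratio from a 100 s FLIPR kinetic read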
M18AAP inhibitor – PfM18AAP enzyme inhibition; 1.2% of 290,000 active; recombinant PfM18AAP, H-Glu-NHMec fluorogenic cleavage; inhibition, % at 7.35 µM;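 active means inhibition above the campaign mean inhibition over all tested compounds plus 3 SD, cut at about 28% in these data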;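 further: 0% = plate median of test compound wells and 100% = 2 mM ZnCl2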
V1aR counter – counter-screen for oxytocin receptor agonists: human V1a receptor agonists; CHO-V1R cells, Fluo-8 calcium fluorescence, agonist mode; 0% DMSO, 100% 3 nM vasopressin; AID 2797; activation, % at 3 µM; P37288; 0.25% of 320,000 active;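 active means activation above the mean activation of all tested compounds plus 3 SD, per screening run, cut at about 20% in these data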;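 further: signal is peak over basal fluorescence ratio across a 100 second FLIPR read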
NALP1 inh – NALP1 inhibition | inhibition, % at 10 µM | S. cerevisiae NALP1/ASC/caspase-1 growth, X-gal OD620, 72 h | 0.61% of 280,000 active; in the data active means inhibition mostly above about 24%, no sharp cut-off; inactive means mostly below about 32%; further: some compounds called inactive have numbers as strong as hits
* marks the source's active call; other numbers are inactive results; . = not tested or not shown.

compound | OXTR potentiate | GPR7 antagonist | GalR3 antagonist | MEKK2wt PB1 HTS | MEKK2 mut-MEK5 | OXTR ag | M18AAP inhibitor | V1aR counter | NALP1 inh
COc1ccc(N2CCN(c3nc(Cl)nc(Nc4ccc(F)cc4)n3)CC2)cc1 | -4 | -9 | -5 | 100 | -3 | -1.5 | -1 | 0.1 | 26
O=C(c1ccc(Br)o1)N(c1ccccn1)C1CCCCC1 | 1 | -2 | -9 | 106 | 1 | -1.6 | 1 | -0.7 | 46
CNc1cc([N+](=O)[O-])ccc1N/C=C/C(=O)c1cccs1 | -9 | 2 | -4 | 97 | 4 | -1.4 | 7 | -0.2 | 11
O=S1(=O)C=C(Oc2ccc(F)cc2)c2ccccc21 | -16 | 8 | 2 | 97 | 0 | -0.6 | 1 | 1.2 | 31
Cc1ccc(S(=O)(=O)N2[C@@H](c3cccc(Cl)c3)C(C(=O)O)=CC[C@H]2c2cccc(Cl)c2)cc1 | -8 | . | -4 | . | . | -0.3 | . | 0.8 | .
Cc1ccc2nc(SCc3ccccc3)c(C=O)c(=O)n2c1 | 8 | -6 | 0 | 100 | -1 | 1.1 | 3 | 0.7 | 16
Cc1ccc(NS(=O)(=O)c2ccc(NC(=O)c3ccc(-c4ccccc4)cc3)cc2)c(C)c1 | -10 | 5 | 2 | 102 | -1 | 0.1 | 1 | 1.4 | .
COc1cc(C(C)=O)ccc1Oc1ncnc2c1cnn2-c1ccc(C)c(C)c1 | -4 | -6 | 1 | 91 | 5 | -1.6 | -6 | 1.6 | 6
COc1ccc(NCc2nnc(SCC(=O)c3ccc(OC)cc3)n2C)cc1 | -16 | -7 | -3 | 101 | 2 | -1.2 | -24 | 0.6 | 17
CCOc1ccc(C(C)=O)cc1CN1C(=O)c2ccccc2S1(=O)=O | -16 | -3 | -10 | 107 | 5 | -1.1 | 11 | -0.7 | 7
O=C1CC(c2ccc(F)cc2)CC(O)=C1C1NCCc2ccccc21 (configuration not stated) | 3 | -8 | -1 | 103 | 3 | 0.8 | 0 | 0.5 | 3
O=C(NCC(c1cccs1)N1CCOCC1)c1cn(-c2ccccc2)nc1-c1ccc(F)cc1 (configuration not stated) | -4 | . | -4 | . | . | -1.7 | . | -0.6 | .
Cc1cc(C)n(/C(=C/N(C)C)C(=O)c2ccccc2)n1 | 9 | -3 | -5 | 98 | -4 | 1.2 | 2 | 0.8 | 23
CN(C)c1ccc(/C=C/C=C2/SC(=S)N(c3ccccc3)C2=O)cc1 | -31 | -7 | -4 | . | . | 6.2 | 4 | 7.4 | 3
Cc1cc(C(C)(C)C)oc1C(=O)N(CC(=O)NC1CCCC1)Cc1ccccc1Cl | -9 | 7 | -7 | 99 | 8 | -0.9 | -4 | 1.5 | 36
CC1CC(C)(C)n2c(O)c(N=NC(N)=S)c3cccc1c32 (configuration not stated) | 0 | -6 | -5 | 89 | -1 | -1.8 | 3 | -1.4 | 20
Cc1ccc(CCNC(=O)C2CCN(C(=O)N(C)C)CC2)cc1 | -6 | 1 | -8 | 94 | -8 | -0.4 | 6 | -0.7 | 3
COc1ccc(Cl)cc1-n1c(=S)sc2c(=O)[nH]c(SCC(=O)NCCC(C)C)nc21 | . | -16 | -10 | 98 | -1 | . | 3 | . | 10
Cc1ccc(/C=N/NC(=O)CN2CCN(Cc3ccccc3Cl)CC2)o1 | -1 | -2 | -2 | 98 | 0 | 0.1 | 6 | 8.0 | -4
CC1CCCC(=NNC(=O)C2COc3ccccc3O2)C1 (configuration not stated) | -2 | . | 0 | . | . | 0.3 | . | 1.4 | .
COc1ccccc1NC(=O)CN(Cc1ccco1)C(=O)c1ccc(Cl)nc1 | 0 | -13 | -4 | 111 | 3 | 0.3 | -7 | 0.3 | 4
COc1ccccc1OCCC(=O)NCc1ccc2c(c1)OCO2 | -3 | -1 | -4 | 96 | -4 | 0.5 | 0 | -0.4 | -12
COc1ccc(NC(=O)CN(C)C(=O)CCCNC(=O)c2ccc(Cl)cc2)cc1 | -3 | . | -3 | . | . | -0.3 | . | -0.6 | .
COC(=O)N/N=C/c1ccccc1Cl | 0 | -6 | -3 | 97 | 1 | -1.2 | 2 | 0.0 | -12
CCOc1ccc(-c2cc(C)n3nc(C(N)=O)cc3n2)cc1 | -6 | -8 | 0 | 102 | 3 | -2.2 | -6 | -0.4 | 4
CCC(C)NC(=O)C(NS(=O)(=O)c1cccc2nsnc12)c1ccccc1 (configuration not stated) | -9 | 16 | -4 | . | . | -1.6 | 4 | -0.5 | 1
Cc1ccc(NC(=O)c2ccc(-n3cccn3)c([N+](=O)[O-])c2)cc1C | 2 | -13 | -2 | 105 | 3 | 1.2 | -3 | 2.7 | -5
COc1cc(-n2c(C)nc3cc(C(=O)NCc4ccco4)ccc32)cc(OC)c1OC | -3 | -1 | 4 | 105 | 13 | -0.4 | 7 | 0.8 | -19
CCCc1nc(SCC(=O)O)c2sc(=S)n(-c3ccccc3)c2n1 | -10 | -9 | -11 | 104 | 6 | -0.5 | 8 | 0.2 | -4
Cc1cccc(Nc2nnc(SCC(=O)c3ccc(O)cc3O)s2)c1 | -13 | 12 | -4 | 93 | -8 | 0.6 | -6 | 0.5 | 20
COC(=O)c1cc(=O)n(CCc2ccc(OC)c(OC)c2)c(=Nc2ccc(F)c(Cl)c2)s1 | -2 | -11 | . | 105 | 0 | -0.6 | 0 | 7.1 | 0
CCN1CCN(S(=O)(=O)c2ccc(F)c(C(=O)Nc3c(F)cc(F)cc3Br)c2)CC1 | -6 | 15 | -7 | 106 | 7 | -1.1 | -11 | -0.3 | 1
Cc1c(CCC(=O)O)c(=O)oc2cc(OCc3ccccc3Br)ccc12 | -14 | 13 | -2 | 106 | 5 | 4.5 | -2 | 11 | 5
CCSc1nnc(-c2ccccc2N)c(=O)[nH]1 | 0 | -2 | . | 104 | 4 | -0.9 | 4 | -0.9 | 4
Cc1cc(C)nc(SCc2ccc(F)cc2)n1 | -9 | -12 | 1 | 86 | -12 | -2.3 | 3 | -1.4 | -6
O=C(NS(=O)(=O)c1ccccc1)c1cccc(Br)c1 | -1 | -11 | 1 | 105 | 7 | 1.7 | -4 | 0.6 | 0
O=C(NNC(=S)NCC1CCCO1)c1cccc(S(=O)(=O)N2CCOCC2)c1 (configuration not stated) | -9 | -8 | 2 | 95 | -4 | 0.5 | 2 | -0.4 | -14
COC(=O)c1cc2n3ccccc3c(C)c(-c3ccccc3)c-2c1C(=O)OC | -8 | -5 | -3 | 102 | 4 | -0.2 | 9 | 1.3 | -15
c1ccc2c(c1)CC1(CCCCC1)n1nnnc1-2 | -12 | -10 | -4 | 95 | 8 | 5.0 | 1 | 3.4 | -1
COc1ccc(Oc2ccc(C(F)(F)F)cc2NC(=O)CC(CC(=O)O)c2ccccc2)cc1 (configuration not stated) | -4 | -20 | -9 | 94 | -5 | -1.8 | 2 | 0.1 | -6
O=C(C1CC1)N1N=C(c2ccncc2)CC1(O)C(F)(F)F (configuration not stated) | 0 | -6 | -6 | 106 | 3 | 1.0 | 2 | 2.2 | 8
CCCn1c(SCC(=O)NC)nnc1C(C)C | 7 | -9 | 0 | 103 | 2 | 1.4 | 0 | 1.6 | 3
N#CC1=C(N)n2c(s/c(=C\c3cccs3)c2=O)=C(C#N)C1c1cccs1 (configuration not stated) | -3 | 1 | -3 | 108 | 7 | 2.0 | 5 | 3.8 | 13
CCc1ccc(NC(=O)C(=O)NCC2CCCN2S(=O)(=O)c2ccccc2)cc1 (configuration not stated) | -12 | . | -6 | . | . | -1.7 | . | -0.7 | .
N#Cc1cccc(NC(=O)COC(=O)c2cccc(N3C(=O)c4ccccc4C3=O)c2)c1 | -10 | 6 | 5 | 104 | 0 | 2.2 | 3 | 2.8 | 23
O=C(Cn1ccc(NC(=O)OCc2ccccc2)nc1=O)NCc1ccc2[nH]ccc2c1 | -1 | . | -4 | . | . | 0.4 | . | 0.4 | .
O=c1c2ccccc2c(/C=N/c2n[nH]c(CCCO)n2)c(O)n1-c1ccccc1Cl | 8 | -4 | -6 | 109 | -41 | -0.7 | 11 | -0.4 | -24
CCOc1ccc(NC(=O)CN(C)S(=O)(=O)c2ccc3c(c2)CCC(=O)N3)cc1 | -4 | -4 | 0 | 100 | 3 | 0.2 | -3 | -0.1 | .
CCOc1ncccc1C(=O)NCC1COc2ccccc2O1 (configuration not stated) | -2 | -15 | -4 | 96 | -2 | -0.8 | -5 | -2.0 | 15
Cn1c(/C(C#N)=C(\O)c2ccc([N+](=O)[O-])cc2)nc2ccccc21 | -1 | 3 | -6 | 98 | -1 | 0.8 | 2 | 0.9 | -8
O=C(CCl)N=c1sccn1Cc1cccc2ccccc12 | . | -10 | -8 | 90 | -4 | . | 6 | . | 12
COc1ccc(NC(=O)CN2C(=O)NC(C)(C3CC3)C2=O)c(OC)c1 (configuration not stated) | 2 | . | -2 | . | . | 1.1 | . | 0.6 | .
CCOC(=O)N1CCN(C(=O)c2ccc3ccccc3c2)CC1 | 0 | 3 | -8 | 105 | 1 | 0.1 | -17 | -0.1 | 5
COC(=O)C1=C(C)N(c2cccc(Cl)c2)C(=O)C1 | -14 | 13 | 1 | 89 | -7 | -0.7 | -1 | 1.1 | 8
CC1CC(C)CN(c2ccc(NS(=O)(=O)c3ccccc3)cc2C(=O)O)C1 (configuration not stated) | -7 | -20 | 0 | 93 | -7 | 0.1 | -15 | -0.1 | 17
Cn1c(SCc2cccc3ccccc23)nnc1-c1ccco1 | 14 | 4 | -7 | 106 | 11 | -2.7 | 5 | -1.1 | 15
Cc1cc(Nc2cccc(Cl)c2)nc(N2CCOCC2)n1 | -2 | -12 | -3 | 98 | 0 | -1.3 | 3 | -1.2 | 20
COc1ccc(CNc2cccc3[nH]c(C(F)(F)F)nc23)cc1 | -2 | 0 | -12 | 99 | 2 | -1.4 | 4 | -1.3 | 9
C=CCOc1ccc(/C=C/C(=O)OCC(=O)NCCc2ccccc2)cc1 | -12 | . | -3 | . | . | 0.5 | . | 3.8 | .
CCOc1ccc(CCNC(=O)CS(=O)Cc2nc(-c3ccc(C)cc3)oc2C)cc1 (configuration not stated) | -12 | -3 | -2 | 103 | 8 | -1.2 | -6 | 0.8 | 18
Cc1noc(C)c1COC(=O)c1cc2c(C)nn(-c3ccc(F)cc3)c2s1 | -5 | . | -3 | 98 | 0 | 0.2 | . | 1.1 | -6
